Bioassay records deposited in PubChem by several laboratories.
Myeloid diff 2: myeloid differentiation induction | calls only at 10 µM | hit rate 1% among 360,000 | ER-HoxA9 myeloid progenitors, lysozyme-GFP differentiation, flow cytometry | AID 624256;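 active = normalized GFP-positive differentiation at or above the plate's own cutoff, the solvent-only control mean plus 3 SD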;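 also: cells exposed to compound for four days before flow analysis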
NS5 inhibitors: flavivirus cap methylation enzyme inhibition – biochemical, confirmation dose response, primary screen (AID 588689); Dengue-2 NS5 methyltransferase capping enzyme assay, biochemical; higher % means a stronger effect; hit rate 0.3% among 340,000; inhibition, % at 25 µM, or IC50 in µM where a hit was titrated; in the data active = a potency from the dose series
NS5 inhibitors pilot replicate: further read-out of NS5 inhibitors, marked with its call; inhibition, %; measured here: pilot screen replicate inhibition
Myeloid diff 2 GFP+ MAC1+ %: also measured in Myeloid diff 2; calls as there; GFP+ MAC1+ double positive, %; measured here: differentiation confirmed by MAC1 staining
* marks the source's active call; other numbers are inactive results; i = inactive. An excerpt. The share of hits here may be higher or lower than overall.

Start of the listing, in advance:
SMILES	Myeloid diff 2	Myeloid diff 2 GFP+ MAC1+ %	NS5 inhibitors	others
O=C(Cc1ccc(NS(=O)(=O)c2ccc(Cl)c(Cl)c2)cc1)NCCN1CCOCC1	i	0.4	4%
Cc1ccccc1-n1c(SCC(=O)c2c(N)n(C3CC3)c(=O)[nH]c2=O)nnc1N1CCOCC1	i	0.8	-4%
COc1ccc(CNC(=O)C2(CC3CC(c4ccccc4)=NO3)CCNCC2)cc1 (stereo unspecified)	i	1.6	11%
CC(C)(C)OC(=O)N1CCC(C(=O)Nc2cccc(C(=O)N3CCCCC3)c2)CC1	i	0.9	4%
C[C@@H](C(=O)Nc1cc(C(F)(F)F)ccc1N1CCOCC1)N1C(=O)C2CC=CCC2C1=O (stereo partly specified)	i	1.1	-15%
O=C1Nc2ccc(Br)cc2C12OCCO2	i	0.6	5%
Cc1nn(-c2ccccc2)c(C)c1NC(=O)COC(=O)c1ccc(Cl)c(N)c1	i	1.6	4%
Cc1ccc(F)cc1NC(=O)CN1C(=O)NC(C)(c2ccc3c(c2)OCCO3)C1=O (stereo unspecified)	i	1.6	-4%
O=c1[nH][nH]c(=O)c2nc(Nc3ccccc3)ncc12	i	0.9	2%
CC(C)(C)c1ccc(OCCCC(=O)NNC(=O)c2ccccc2O)cc1	i	0.6	0%
COc1ncnc2c1ncn2CCCN1CCN(Cc2cccc3ccccc23)CC1	i	0.9	1%
O=C(NCCN1CCOCC1)C1CCN(S(=O)(=O)c2ccccc2)CC1	i	0.8	-4%
Cc1ccc(C(=O)NCC(=O)NC2CCC(C)CC2)s1 (stereo unspecified)	i	0.6	-6%
CCc1ccc(N2CC(C(=O)N(CC)CC(=O)Nc3c(F)cccc3F)CC2=O)cc1 (stereo unspecified)	i	0.3	-4%
C=CCn1c(SC)nccc1=O	i	0.2	-2%
CC(C)CC1NC(=O)c2cc3ccccc3cc2-n2c1nc1ccc(Cl)cc1c2=O (stereo unspecified)	i	0.4	-8%

All compounds of this part, from the start:
SMILES	Myeloid diff 2	Myeloid diff 2 GFP+ MAC1+ %	NS5 inhibitors	others
O=C(Cc1ccc(NS(=O)(=O)c2ccc(Cl)c(Cl)c2)cc1)NCCN1CCOCC1	i	0.4	4%
Cc1ccccc1-n1c(SCC(=O)c2c(N)n(C3CC3)c(=O)[nH]c2=O)nnc1N1CCOCC1	i	0.8	-4%
COc1ccc(CNC(=O)C2(CC3CC(c4ccccc4)=NO3)CCNCC2)cc1 (stereo unspecified)	i	1.6	11%
CC(C)(C)OC(=O)N1CCC(C(=O)Nc2cccc(C(=O)N3CCCCC3)c2)CC1	i	0.9	4%
C[C@@H](C(=O)Nc1cc(C(F)(F)F)ccc1N1CCOCC1)N1C(=O)C2CC=CCC2C1=O (stereo partly specified)	i	1.1	-15%
O=C1Nc2ccc(Br)cc2C12OCCO2	i	0.6	5%
Cc1nn(-c2ccccc2)c(C)c1NC(=O)COC(=O)c1ccc(Cl)c(N)c1	i	1.6	4%
Cc1ccc(F)cc1NC(=O)CN1C(=O)NC(C)(c2ccc3c(c2)OCCO3)C1=O (stereo unspecified)	i	1.6	-4%
O=c1[nH][nH]c(=O)c2nc(Nc3ccccc3)ncc12	i	0.9	2%
CC(C)(C)c1ccc(OCCCC(=O)NNC(=O)c2ccccc2O)cc1	i	0.6	0%
COc1ncnc2c1ncn2CCCN1CCN(Cc2cccc3ccccc23)CC1	i	0.9	1%
O=C(NCCN1CCOCC1)C1CCN(S(=O)(=O)c2ccccc2)CC1	i	0.8	-4%
Cc1ccc(C(=O)NCC(=O)NC2CCC(C)CC2)s1 (stereo unspecified)	i	0.6	-6%
CCc1ccc(N2CC(C(=O)N(CC)CC(=O)Nc3c(F)cccc3F)CC2=O)cc1 (stereo unspecified)	i	0.3	-4%
C=CCn1c(SC)nccc1=O	i	0.2	-2%
CC(C)CC1NC(=O)c2cc3ccccc3cc2-n2c1nc1ccc(Cl)cc1c2=O (stereo unspecified)	i	0.4	-8%
Cc1cccc(C(=O)NCC(=O)N2CCN(S(=O)(=O)/C=C/c3ccccc3)CC2)c1	i	0.5	-8%
Cn1c(N)c(C(=O)CSc2nnc(N)s2)c(=O)n(C)c1=O	i	1.8	7%
C[C@H]1CN([C@@H](C)CO)C(=O)CCCn2cc(nn2)CO[C@@H]1CN(C)C(=O)Nc1ccc(N2CCCCC2)cc1	i	0.4	-1%
CC(=O)Nc1ccc(S(=O)(=O)NCC(=O)NNC(=O)COc2c(C)cccc2C)cc1	i	0.8	10%
COc1cc(C(=O)NNC(=O)CCOc2ccccc2C)cc(OC)c1OC	i	0.4	2%
CCOC(=O)Cc1csc(NC(=O)CCCCCN2C(=O)c3cccc4cccc(c34)C2=O)n1	i	0.6	-2%
CN(CC(=O)NNC(=O)CNC(=O)c1ccccc1F)S(=O)(=O)c1ccc(Cl)cc1	i	0.6	-1%
Cc1cc(Br)ccc1NC(=O)CN(C)C(=O)c1cc([N+](=O)[O-])ccc1N1CCOCC1	i	1.5	0%
CC12CCC(=O)N1C(C(=O)Nc1ccccc1F)CS2 (stereo unspecified)	i	1.2	-1%
The list continues.
SMILES	Myeloid diff 2	Myeloid diff 2 GFP+ MAC1+ %	NS5 inhibitors	others
CCCCCC(=O)N1C[C@@H](O)[C@H](n2cc(-c3ccc(F)cc3)nn2)C[C@@H]1c1ccc(Cl)cc1	i	1.0	-2%
CC(C)(C)c1ccccc1NC(=O)CN1C(=O)NC(Cc2ccccc2)C1=O (stereo unspecified)	i	0.6	6%
CCCCCCNC(=O)OC12CN(C(=O)OC(C)C)N(C(=O)OC(C)C)CC1(O)CN(S(=O)(=O)c1ccc(C)cc1)C2 (stereo unspecified)	i	3.6	-6%
CCN(Cc1ccc2c(c1)OCCO2)C(=O)CSc1nc(C)nc2sc(C)c(C)c12	i	1.0	0%
Cc1cc(C)cc(NC(=S)NC(=O)Cc2ccccc2)c1	i	0.4	-6%
CC(Oc1ccc(F)cc1)C(=O)Nc1cc(S(=O)(=O)N2CCOCC2)ccc1N1CCCCC1 (stereo unspecified)	i	0.6	-6%
CN(CCc1ccccc1)C(=O)c1cccc(NC(=O)Cc2cccc([N+](=O)[O-])c2)c1	i	1.4	-6%
CN(c1ccc(OC(=O)CC2OC(=O)c3ccccc32)cc1)S(=O)(=O)c1ccccc1 (stereo unspecified)	i	0.5	3%
CC(=O)c1cc2c(cc1NC(=O)CCc1c(C)nc3ncnn3c1C)OCO2	i	0.6	-8%
CCN(C(=O)COC(=O)C1CCN(S(=O)(=O)c2ccc(C)c(C)c2)CC1)C1CCS(=O)(=O)C1 (stereo unspecified)	i	0.7	-8%
O=[N+]([O-])c1ccccc1C=NNc1ccccc1	i	0.6	-7%
CCCCN(C(=O)c1ccc2c(c1)OCO2)C1CCS(=O)(=O)C1 (stereo unspecified)	i	0.9	2%
O=C(NCC(c1ccco1)N1CCN(c2ccccc2F)CC1)c1ccc2c(c1)OCO2 (stereo unspecified)	i	1.1	-10%
CCN(c1ccccc1)S(=O)(=O)c1ccc(Cl)c(C(=O)NC2CCN(Cc3ccccc3)CC2)c1	i	2.6	-2%
C[C@H]1CN([C@@H](C)CO)C(=O)c2cc(NC(=O)C3CCCCC3)ccc2O[C@H]1CN(C)Cc1ccc(-c2ccccc2)cc1	i	0.0	-2%
Cc1nnc(NC(=O)CCN2C(=O)C3CC=CCC3C2=O)s1 (stereo unspecified)	i	3.0	-4%
Cc1ccc(NC(=O)CSCC(=O)N(C)CC(=O)Nc2c(C)cccc2C)cc1	i	0.0	-3%
CCC1Oc2ccccc2N(CC(=O)N2CC(C)CC(C)C2)C1=O (stereo unspecified)	i	1.4	-3%
CCOC(=O)C(C)C(C)=O (stereo unspecified)	i	1.7	-2%
CC1CCC(NC(=O)CN2CCN(S(=O)(=O)c3cccs3)CC2)CC1 (stereo unspecified)	i	0.4	-2%
O=C(NNC(=O)C1CCN(C(=O)Nc2ccccc2)CC1)c1ccc(F)cc1	i	1.1	4%
CSCCC(NC(=O)c1cccc(S(=O)(=O)N2CCN(C(C)=O)CC2)c1)c1nc2ccccc2[nH]1 (stereo unspecified)	i	1.0	-1%
CC(=O)c1sc(NC(=O)CS(=O)(=O)c2ccccc2)nc1C	i	0.5	0%
O=C(CSc1nc2c(oc3ccccc32)c(=O)n1CC1CCCO1)NCc1ccc(F)cc1 (stereo unspecified)	i	0.4	-1%
O=C(NCCC1=CCCCC1)c1ccc(-n2cncn2)c([N+](=O)[O-])c1	i	0.6	-6%
Next records
SMILES	Myeloid diff 2	Myeloid diff 2 GFP+ MAC1+ %	NS5 inhibitors	others
COc1cccc(/C=C/C(=O)OCC(=O)NCCC2=CCCCC2)c1OC	i	0.6	-5%
CC1CCN(C(=O)COC(=O)c2ccc(Cl)nc2)CC1	i	0.3	-5%
CCCCN(C(=O)c1cc2c(s1)CCCCC2)c1c(N)n(CCC)c(=O)[nH]c1=O	i	1.0	-5%
COc1ccc(S(=O)(=O)N2CCN(CC(=O)NCC3(N4CCOCC4)CCCCC3)CC2)cc1	i	0.5	-1%
COCCN(CC(=O)Nc1cc(Cl)ccc1-n1cncn1)Cc1nc2ccccc2c(=O)[nH]1	i	0.5	1%
CC1CCCC(NC(=O)COC(=O)COc2cccc(F)c2)C1C (stereo unspecified)	i	0.3	3%
COc1cc(OC)c(N(C)C(=O)c2cc3c(s2)-c2ccccc2S(=O)(=O)C3)cc1Cl	i	2.4	-4%
COc1ccc2sc(N(CCCN(C)C)C(=O)c3ccc(S(=O)(=O)N4CCCc5ccccc54)cc3)nc2c1	i	0.1	2%
CC(=O)NC1CC2CCCC(C1)N2C(=O)Nc1ccc(Cl)cc1 (stereo unspecified)	i	1.0	1%
CCOc1ccc(S(=O)(=O)N2CCN(C(=O)CN3C(=O)NC4(CCCC4)C3=O)CC2)cc1	i	0.8	7%
CC(Sc1ccc(Cl)cc1)C(=O)N(C)CC(=O)Nc1ccc(N2CCOCC2)cc1 (stereo unspecified)	i	0.6	6%
COc1ccccc1C=CC(=O)C=Cc1ccccc1OC	i	3.2	-14%
O=C(O)c1ccc(Oc2nc3ccccc3s2)cc1	i	1.2	12%
COc1ccccc1C=NN=C(N)C(N)=NN=Cc1ccccc1OC	i	1.2	2%
Cc1cc(Cl)ccc1OCC(=O)OCC(=O)c1c(N)n(C)c(=O)n(C)c1=O	i	1.0	-4%
COc1ccc(/C=C/C(=O)OCC(=O)N2c3ccccc3CC2C)c(OC)c1 (stereo unspecified)	i	0.6	-1%
CSc1ccc(Cl)c(C(=O)OCC(=O)N2CCN(C(=O)c3ccco3)CC2)c1	i	0.1	-5%
Cc1ccc([C@H]2C(C(=O)O)=CC[C@@H](c3ccc(C(C)C)cc3)N2S(=O)(=O)c2ccc(C)cc2)cc1	i	1.1	22%	NS5 inhibitors pilot replicate=2.1
COc1ccc(C2=Nn3c(nnc3-c3ccccc3F)SC2)cc1OCC1CC1	i	0.6	1%
COc1ccc(OC)c(S(=O)(=O)N2CCC(c3nc4ccccc4[nH]3)CC2)c1	i	0.5	0%
COc1ccc(S(=O)(=O)N2CCOCC2)cc1NC(=O)c1ccc(SC)cc1OC	i	2.3	-8%
Cc1cc(NC(=O)COc2coc(CN3CCN(c4ccc(F)cc4)CC3)cc2=O)no1	i	0.3	-4%
CC(NC(=O)c1ccc(S(=O)(=O)NCc2ccco2)cc1)c1ccc(F)cc1 (stereo unspecified)	i	0.2	0%
CCOc1ccc(C(=O)CCC(=O)N(CC)CC(=O)NCc2cccs2)cc1	i	1.0	-7%
O=C(Cc1ccccc1Cl)c1ccccc1	i	0.4	-3%
(list continues)
SMILES	Myeloid diff 2	Myeloid diff 2 GFP+ MAC1+ %	NS5 inhibitors	others
C=CCC[C@H](Cc1ccc(F)cc1)C(=O)OC[C@H]1CCCN1C(=O)[C@@H](CC=C)CC(=O)NCCO	i	2.1	-2%	NS5 inhibitors pilot replicate=0.9
CCOc1ccc(NC(=O)CN(C)C(=O)CCCOc2ccc(Br)cc2)cc1OCC	i	0.6	-4%
O=C(c1cc(-c2ccccc2Cl)nc2ccccc12)N1CCN(c2ccccn2)CC1	i	2.9	-4%
CN(CCc1ccccc1)C(=O)c1ccc(NC(=O)Cc2ccc(NC(=O)C3CCN(C(=O)CCc4ccccc4)CC3)cc2)cc1	i	0.4	-9%	NS5 inhibitors pilot replicate=-3.9
COc1cc(CCCN2CCNC[C@@H]2c2ccccc2)cc(OC)c1OC	i	2.9	-7%
COC(=O)C[C@H]1C[C@H]2c3cc(NC(=O)C4CCOCC4)ccc3O[C@H]2[C@H](CO)O1	i	0.6	-1%
CC(C)(COC(=O)c1ccccc1)N1CC2CCC(C1)O2	i	0.9	-2%
Cc1nnc(SCC(=O)Nc2sc3c(c2C(N)=O)CCC(C)C3)[nH]c1=O (stereo unspecified)	i	0.4	0%
Cc1cccc(NC(=O)CNC(=O)CN2C(=O)NC3(CCCc4ccccc43)C2=O)c1C (stereo unspecified)	i	0.6	-3%
COc1cc(OC)cc(-c2c(C#Cc3ccsc3)c3cc(-c4cccc5[nH]cc(C=O)c45)ccc3n2C)c1	i	1.5	-4%
CCCn1c(CC)nc([N+](=O)[O-])c1Sc1ncn[nH]1	i	1.0	0%
O=C(N/C=C/n1cnc2cc(C(F)(F)F)ccc21)c1ccc(F)cc1	i	1.0	-2%
O=C(OCc1cc(=O)n2ccsc2n1)c1ccc(O)cc1O	i	0.1	4%
O=C(COC(=O)CNC(=O)c1ccccc1)NC(=O)NC1CCCCC1	i	0.7	7%
Cc1ccc(CNC(=O)Cn2cnc(C(=O)Nc3ccc(C)c(C)c3)n2)o1	i	0.5	-3%	NS5 inhibitors pilot replicate=-2.1
CC(C)NC(=O)N(C)C[C@H]1Oc2ccc(NC(=O)c3ccncc3)cc2C(=O)N([C@H](C)CO)C[C@@H]1C	i	2.2	-6%
